D2 potentiator = positive allosteric modulators of human D2 dopamine receptor; potentiation, % at 10 µM; P14416; HEK293 T-REx D2, calcium flux, EC20 dopamine potentiation; 340,000 tested, 0.34% active;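 active means potentiation over 3 SD above the plate norm, cut at about 30% in these data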; further: 0% is about no effect
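Calcium flux readout, no-wash dye, 1 read/s. Inducible HEK293 Trex D2 line, overnight 30 C. Compound alone 180 s (agonist flags), then EC20 dopamine, another 180 s to score potentiation.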
RXFP1 ag = agonists of human relaxin receptor RXFP1; HEK293T-RXFP1 cAMP TR-FRET, 30 min; response scale: percent of porcine relaxin response, buffer zero; Potency, µM (doses to about 57.5 µM), inactives show at the top dose activation, most hits filed as activators; 370,000 tested, 0.3% active; AID 2676; further: potency means the concentration at half of the fitted maximal effect; on the % scale 0 is the no-effect control and ±100 the full control effect; nearly all actives have a fitted effect of over 60% in size; many of its hits are not listed in these tables
Target sequence (Q9HBX9 whole entry, looked up): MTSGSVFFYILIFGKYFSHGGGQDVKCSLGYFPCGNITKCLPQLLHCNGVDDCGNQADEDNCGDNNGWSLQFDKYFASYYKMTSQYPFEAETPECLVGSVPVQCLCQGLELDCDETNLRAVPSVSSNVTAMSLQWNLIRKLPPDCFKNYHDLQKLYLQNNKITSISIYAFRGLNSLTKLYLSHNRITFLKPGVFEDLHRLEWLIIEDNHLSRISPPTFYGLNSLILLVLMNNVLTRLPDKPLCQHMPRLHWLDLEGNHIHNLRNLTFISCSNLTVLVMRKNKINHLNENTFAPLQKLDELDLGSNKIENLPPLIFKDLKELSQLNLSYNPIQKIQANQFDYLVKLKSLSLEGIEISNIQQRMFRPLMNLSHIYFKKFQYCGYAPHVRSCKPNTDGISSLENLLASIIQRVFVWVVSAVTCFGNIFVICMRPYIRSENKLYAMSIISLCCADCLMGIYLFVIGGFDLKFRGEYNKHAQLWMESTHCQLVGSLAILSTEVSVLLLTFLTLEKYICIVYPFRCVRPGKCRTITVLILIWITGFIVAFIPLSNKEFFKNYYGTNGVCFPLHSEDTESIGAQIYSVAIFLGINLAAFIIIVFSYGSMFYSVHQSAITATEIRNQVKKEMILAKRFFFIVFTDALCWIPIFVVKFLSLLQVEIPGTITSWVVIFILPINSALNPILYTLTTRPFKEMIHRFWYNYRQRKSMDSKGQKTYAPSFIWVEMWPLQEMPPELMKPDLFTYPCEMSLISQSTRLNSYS
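HEK293T cells stably expressing RXFP1 were pretreated with the PDE4 inhibitor Ro 20174, exposed to compounds for 30 min at 37C, lysed, and cAMP was read by TR-FRET. Data normalized to buffer (basal) and 29 nM porcine relaxin (100%).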
GRP78 ERSR act = induces the endoplasmic reticulum stress response in human glioma cells; 420,000 tested, 0.02% active; Potency, µM, inactives show at the highest dose activation, usual class: activators; U87-MG GRP78 promoter luciferase reporter, 16 h; further: potency means the concentration at half of the fitted maximal effect; series mostly up to about 76 µM; % of control where 0% means no effect; nearly all actives have a fitted effect of over 35% in size
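ERSR induction read as luciferase luminescence (Bright-Glo, 10 min at room temperature) in stably transfected human U87-MG glioma cells exposed to compounds for 16 h, using GRP78 as sensor.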
D1 agonist = agonists of human D1 dopamine receptor | P21728 | HEK293 T-REx D1 cells, calcium flux, agonist mode | activation, % at 2 µM | 360,000 tested, 1% active; in the data active means activation above about 30%; further: 0% is about no effect
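Inducible HEK293 T-REx D1 cells, force-coupled to calcium signalling, were plated at 4000 cells/well with tetracycline and held overnight at 30 C. After no-wash calcium dye loading, compound-evoked calcium rise over 180 s flagged agonists.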
RXFP1 antagonist = RXFP1 (human) relaxin receptor antagonism | HEK293-RXFP1, relaxin-stimulated cAMP HTRF, 30 min; active compounds read low | activity change, negative = inhibition, % at 57.5 µM | 350,000 tested, 0.59% active | Q9HBX9 | AID 1259400;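 active means activity change of -60% or lower, but not beyond a set lower limit; inconclusive means change between -60% and -40%, or beyond the set limit; inactive means change above -40%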; further: on the % scale 0 is the no-effect control and ±100 the full control effect
D1 potentiator = enhances dopamine response at the human D1 receptor; P21728; HEK293 TREx D1 cells, calcium flux, dopamine EC20 potentiation; potentiation, % at 10 µM; 360,000 tested, 0.036% active; AID 504651; in the data active means potentiation above about 30%; further: 0% is about no effect
Vif-A3F inh = blocks the Vif interaction with APOBEC3F; HeLa A3F-eYFP + Vif (tagged APOBEC3F with the HIV-1 protein that degrades it), YFP fluorescence increase; Potency, µM (highest dose often 46.1 µM), for the others: at the top dose activity, negative = active; 390,000 tested, 0.2% active; further: potency means the concentration at half of the fitted maximal effect; % of control where 0% means no effect; nearly all actives have a fitted effect of over 65% in size
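HeLa cells stably expressing Vif plus C-terminally eYFP-tagged A3F were seeded, incubated overnight at 37 deg C, dosed with compound, incubated overnight again at 37 deg C. Yellow fluorescence (Ex 488/Em 500-530) reported blocked Vif-mediated A3F-eYFP degradation.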
D1 antag = blocks dopamine activation of the human D1 receptor; activity change, negative = inhibition, % at 10 µM; 360,000 tested, 3.2% active; HEK293 TREx D1 cells, calcium flux, dopamine EC80; active compounds read low; P21728; in the data active means activity change below about -30%; further: on the % scale 0 is the no-effect control and ±100 the full control effect
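Compound effects on dopamine-evoked calcium signalling were measured in tetracycline-induced HEK293 Trex D1 cells. Dopamine at EC80 followed a 180 s compound pre-read, and fluorescence was tracked kinetically for 180 s more.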
Vif-APOBEC3G blk = Vif-A3G binding inhibition | Q9HC16 | HeLa A3G-eYFP + Vif (tagged APOBEC3G with the HIV-1 protein that degrades it), YFP fluorescence, overnight | Potency, µM (highest dose often 46.1 µM), inactives show top-dose activity, negative = active, hits mostly inhibitors | 410,000 tested, 0.076% active | AID 602310;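 further: potency means the concentration at half of the fitted maximal effect; on the % scale 0 is the no-effect control and ±100 the full control effect; nearly all actives have a fitted effect of over 60% in size; hits raise eYFP signal because A3G escapes Vif-driven loss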
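HeLa cells stably expressing Vif and C-terminally eYFP-tagged A3G, seeded overnight at 37 deg C, then exposed to compound by pintool overnight at 37 deg C. Rise in yellow fluorescence (Ex 488/Em 500-530, Acumen) marks blocked Vif-driven A3G degradation.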
* hit, by the source's call; ? = inconclusive; / = not tested or not shown; & = joins results of further samples. Unless noted, the call rests on the fitted dose curve; in most records, active means well fitted curve in the direction sought with a large enough effect; inconclusive means small, poorly fitted or top-dose-only effect, or another doubt; inactive means no such curve, though single readings can be large; an effect the other way counts as inactive or inconclusive.

nr	structure	D2 potentiator	GRP78 ERSR act	Vif-A3F inh	Vif-APOBEC3G blk	D1 potentiator	RXFP1 ag	D1 antag	D1 agonist	RXFP1 antagonist
1	N#C/C(=C/c1ccc(Cl)cc1)NC(=O)c1ccccc1	-2	4%	-8%	0%	2	3.6%	15	0	-1
2	CCC(CC)NC(=O)c1ccc2nc[nH]c2c1	-1	2%	-20%	-5%	2	0.9%	-1	3	-7
3	COc1ccc(-c2nnc(SCC(=O)NCc3ccco3)n2C)cc1	-6	4%	0%	2%	2	-0.1%	3	0	2
4	Cc1ccsc1/C=N/NC(=O)c1nnn(-c2nonc2N)c1C(C)C	14	0%	8%	4%	10	4.5%	1	1	-38
5	O=C(c1cc(Br)c(Br)s1)N1CCc2ccccc2C1	/	3%	6%	-6%	/	/	/	/	2
6	O=C(c1nc2ccccn2c1CNCCCn1cccn1)N1CCCC1	2	-4%	6%	3%	4	-1.6%	2	0	1
7	COC(=O)c1sccc1NC(=O)CSc1ccccc1NS(=O)(=O)c1ccccc1Cl	4	-7%	-3%	2%	-11	1.4%	-4	3	-6
8	CC(C)c1ccc(NC(=O)NC2(C(=O)NCc3cccnc3)CCCCC2)cc1	4	0%	0%	-2%	-3	1.0%	-3	0	-1
9	Cc1ccc2c(c1)N(CC(=O)O)C(=O)CO2	14	-8%	0%	-6%	-5	0.4%	-30*	2	-28
10	COc1ccc(-c2cccc([C@H]3[C@@H]4C=CCC[C@@]4(C)C(=O)N3Cc3ccccc3)c2)cc1	22	0%	3%	0%	7	-1.7%	-13	8	/
11	CCOc1ccc(-c2noc(CSc3nnc(Cc4ccccc4)n3-c3ccc(F)cc3)n2)cc1	-1	-4%	2%	-3%	0	-0.8%	-3	16	-36
12	COc1ccc(-c2cc(C(=O)Nc3cccc(C(C)=O)c3)no2)cc1	-1	-1%	-8%	-1%	-10	?	8	3	-11
13	COc1ccc(CCNC(=O)CSCc2nc(-c3ccc(OC)c(OC)c3)oc2C)cc1OC	-6	-4%	1%	1%	-2	0.0%	1	0	-12
14	CC1=Nc2ccccc2/C1=C/c1sc(=N)n(-c2nccs2)c1O	-4	-18%	?	13µM*	-4	0.9%	-8	58*	-17
15	CN(C)CCNC=C(C(=O)Nc1ccc(Cl)cc1Cl)C(=O)Nc1ccc(Cl)cc1Cl	-2	-3%	0%	-5%	-3	2.1%	0	11	/
16	COCCCNc1nc2nonc2nc1N1CCN(Cc2cccc(C)c2)CC1	8	-3%	-14%	-6%	-6	3.9%	2	3	19
17	CCN(CC)C(=O)CSc1nc(OC)cc(=O)[nH]1	12	-2%	2%	3%	-4	3.2%	4	2	-8
18	O=C(Oc1ccccc1N1C(=O)CCC1=O)c1ccco1	10	1%	4%	3%	-7	2.2%	6	1	7
19	CN(NS(=O)(=O)c1ccc(Br)cc1)c1nc(C(F)(F)F)nc2ccccc12	4	-6%	0%	-1%	-6	0.1%	-26	26	-5
20	O=C(NCc1ccccn1)c1ccc2c(=O)n(CCc3ccccc3)c(=O)[nH]c2c1	4	3%	?	?	-10	-1.4%	-54*	9	-1

Along the list, from the results shown.
Vif-A3F inh for nos. 11–20, in order: 2%, -8%, 1%, ?, 0%, -14%, 2%, 4%, 0%, ?
RXFP1 antagonist for nos. 11–20, in order: -36, -11, -12, -17, /, 19, -8, 7, -5, -1
D1 potentiator for nos. 11–20, in order: 0, -10, -2, -4, -3, -6, -4, -7, -6, -10

(more compounds)
nr	structure	D2 potentiator	GRP78 ERSR act	Vif-A3F inh	Vif-APOBEC3G blk	D1 potentiator	RXFP1 ag	D1 antag	D1 agonist	RXFP1 antagonist
21	COc1ccc(CN(C)C(=O)c2ccc(Oc3ccccc3)cc2)cc1F	-3	3%	8%	0%	0	0.3%	-24	4	-15
22	Cc1ccc(N2CC(NC(=O)C(=O)c3c(C)[nH]c4ccccc34)CC2=O)cc1C (configuration not stated)	-3	-5%	-1%	-1%	0	1.7%	4	5	-28
23	COc1ccccc1CNS(=O)(=O)c1cccc2nsnc12	1	-5%	0%	-1%	-5	-1.3%	-3	4	-10
24	CC1CCCCN1C(=S)NC(=O)c1ccco1 (configuration not stated)	-7	6%	3%	2%	/	0.0%	9	4	-8
25	CCC(=O)N1CC2(C)CN(C(=O)CC)CC(C)(C1)C2	12	-4%	-2%	-4%	6	0.0%	-17	2	3
26	CC(C)CCN1CCN(CCCn2cccn2)CC1CCO (configuration not stated)	19	-2%	5%	-1%	4	-1.5%	17	3	0
27	CCOc1ccc(CN2CCNC(=O)C2CC(=O)O)cc1 (configuration not stated)	-25	-3%	-17%	1%	-1	-1.2%	-2	1	2
28	COC(=O)Cn1ncc2c(C)n(Cc3ccccc3)c(C)c2c1=O	4	0%	4%	2%	4	-1.0%	-6	8	-4
29	CCOC(=O)c1cnn(-c2ccccc2)c1-n1cccc1C(=O)C(=O)Nc1ccccc1	/	8%	-2%	-5%	-4	0.5%	-16	2	-9
30	C=CCNC(=O)c1ccc2c3n(nc2c1)-c1ccccc1CO3	-8	-10%	5%	-1%	2	-5.0%	-28	1	/
31	CCOC(=O)c1ccc(NC(=O)COC(=O)c2cn(CC)c3nc(C)ccc3c2=O)cc1	-1	1%	1%	-2%	-1	?	-10	0	/
32	Cc1ccc(N=Cc2sc(O)c3ccccc23)c(C)c1	-9	2%	?	?	-1	0.9%	-5	47*	0
33	CN=C1SC(CC(=O)Nc2sc3c(c2C#N)CCCC3)C(=O)N1C (configuration not stated)	11	-1%	4%	1%	0	-1.6%	5	-1	3
34	CN(CC(=O)Nc1ccc(Cl)cc1)C(=O)c1ccc(COc2ccccc2)cc1	0	-7%	-27%	-9%	/	3.5%	3	14	-11
35	CCn1c(-c2sc(-c3ccccc3)nc2C)n[nH]c1=S	3	1%	-12%	-5%	-5	9.0%	5	2	-32
36	CC1(Br)C2CCCC1C2S(=O)(=O)c1ccccc1 (configuration not stated)	-1	-5%	-17%	4%	3	-0.2%	0	-1	0
37	COc1cccc(Oc2ccc(C(F)(F)F)cc2N)c1	4	4%	-3%	-8%	0	4.6%	-17	2	-2
38	Cc1ccc(S(=O)(=O)CCC(=O)Nc2nc3c(s2)CCCC3)cc1	-12	-1%	3%	1%	-3	0.5%	9	7	-7
39	CC(C)(C)Cc1nnc(NC(=O)CCc2ccccc2)s1	4	5%	10%	1%	-1	0.8%	8	1	2
40	Cc1ccc(C(=O)OCc2nc3ccccc3s2)o1	-3	3%	-12%	1%	-6	0.1%	0	2	-3
41	CN(C)CCN(C(=O)CCS(=O)(=O)c1ccccc1)c1nc2c(F)cccc2s1	-8	-2%	-4%	0%	-1	0.9%	9	4	20
42	COC(=O)NNC(=O)C(C)Oc1ccc(Cl)cc1Cl (configuration not stated)	-1	-2%	7%	2%	-2	-0.1%	5	0	2
43	CCOc1ccc(NC(=S)N2CCc3cc(OC)c(OC)cc3C2COc2ccc3c(C)cc(=O)oc3c2)cc1 (configuration not stated)	3	2%	-9%	0%	0	-0.7%	14	0	-2
44	Cc1cc(C(=O)Nc2c[nH]c(=O)[nH]c2=O)ccc1[N+](=O)[O-]	18	-7%	-9%	-3%	0	15%	5	0	-4
45	Cc1c(-n2cc(C(=O)c3cc(Cl)ccc3O)cc(C#N)c2=O)c(=O)n(-c2ccccc2)n1C	1	-1%	-2%	-5%	2	1.1%	0	9	15
46	O=c1cc(NCc2ccc3c(c2)OCO3)[nH]c(=O)n1-c1ccc(Cl)cc1	-1	1%	-1%	-5%	2	1.0%	1	8	-1
47	Cc1nn(C(C)(C)C)c(OC(=O)c2cccc(F)c2)c1Sc1ccccc1	12	-4%	-5%	-17%	2	-1.2%	-1	5	/
48	CC(C)[C@H](NC(=O)c1ccccc1)C(=O)OCC(=O)Nc1ccc(S(=O)(=O)N2CCOCC2)cc1	/	-1%	-1%	1%	/	/	/	/	-9
49	CCONC(=NC)c1nonc1N	5	-2%	2%	1%	-2	0.2%	-2	2	-3
50	COc1cc(O)cc(O)c1C(=O)/C=C/c1ccccc1	1	-1%	4%	?	-4	-2.4%	-13	1	/
51	CC(C)OC(=O)NS(=O)(=O)c1cccc([N+](=O)[O-])c1	1	-4%	-1%	3%	1	1.4%	4	2	0
52	Oc1ccc(/C=N/n2c(C3CCCCC3)n[nH]c2=S)c(O)c1	5	-3%	-1%	1%	-7	2.9%	-5	5	-1
53	CC(C)C[C@H](NC(=O)N1CC(=O)Nc2ccccc21)C(=O)N[C@H](Cc1c[nH]c2ccccc12)C(=O)O	10	-4%	2%	2%	-1	-1.5%	2	1	/
54	Cc1nc2c(C)cccn2c1/C(O)=C1\C(=O)C(=O)N(CCN2CCOCC2)C1c1cccs1 (configuration not stated)	-4	0%	-2%	-9%	-3	25%	-5	2	-5
55	CCOc1ccc(C2c3c(oc4ccc(C)cc4c3=O)C(=O)N2CCCN2CCOCC2)cc1 (configuration not stated)	0	-1%	-2%	-4%	-6	2.3%	-5	1	-16
56	CC(Sc1nnc(-c2cc3ccccc3o2)n1-c1ccccc1)C(=O)O (configuration not stated)	-3	-4%	-2%	-5%	-4	0.1%	1	1	0
57	Cc1cc(C)n(C(=O)CCN2C(=O)c3ccccc3C2=O)n1	-5	-1%	-6%	1%	3	1.7%	-15	2	-13
58	COc1cccc(N2CC(C)Cn3c2nc2c3c(=O)n(CCN3CCOCC3)c(=O)n2C)c1 (configuration not stated)	19	-3%	-2%	-2%	-4	2.4%	4	4	-10
59	c1ccc(Sc2ccncc2)cc1	/	-1%	0%	0%	/	/	/	/	6
60	COC(=O)C1=C(C)N(Cc2ccccc2)C(=NCc2cc(OC)c(OC)c(OC)c2)N[C@H]1c1cccc(F)c1	-4	-3%	0%	5%	-1&7	0.3%&1.2%	6&2	11&5	/
61	COC(=O)c1ccc(C2c3c(oc4ccc(F)cc4c3=O)C(=O)N2CCO)cc1 (configuration not stated)	3	-2%	2%	3%	-3	2.9%	-9	5	-16
62	CN(C)S(=O)(=O)c1ccc(N2CCCC2)c(C(=O)NCC2CCCO2)c1 (configuration not stated)	6	-3%	-9%	-1%	1	0.6%	5	2	-12

An excerpt. The share of hits here may be higher or lower than overall.
